Assay outcomes as filed in PubChem.
ERG-DNA inh: qHTS for Small Molecule Inhibitors of the ERG Ets/DNA interaction | Potency, µM (highest dose often 76.9 µM), without a hit: at the top dose FP activity, negative = inhibition, actives largely listed as inhibitors | 0.028% of 370,000 active | Transcriptional regulator ERG (Homo sapiens), P11308 | fluorescence polarization, His-ERG Ets domain / labelled DNA; active means well fitted inhibition curve with a large enough effect in the polarisation, with a control signal flat; inconclusive means small, poorly fitted or top-dose-only effect, or effect the other way, or a change in a side signal; inactive means no such curve, though single readings can be large or run the other way; the % refers to the polarisation;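 further: polarization taken with two DNA probes labelled with fluorescein and Texas red; potency means the concentration at half of the fitted maximal effect; % of control where 0% means no effect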
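His-tagged ERG Ets domain (1 uM in the protein solution; 300mM KCl, 50mM Tris-HCl, 1mM EDTA, 1mM DTT, pH 7.5) received compound, then a probe mix of 5 nM fluorescein-DNA and 100nM Texas-615-DNA. Fluorescence polarization was read for both dyes.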
POLK inh: qHTS for Inhibitors of Polymerase Kappa; purified Pol kappa, fluorescent DNA synthesis assay, 10 min; Potency, µM (titrated, usually from 107 µM), without a hit: at the highest dose activity, negative = inhibition, hits mostly inhibitors; 0.53% of 400,000 active; AID 588579, 2011; further: potency means the concentration at half of the fitted maximal effect; on the % scale 0 is the no-effect control and ±100 the full control effect
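10 nM Pol kappa was preincubated with compounds for 15 min at room temperature. Reaction started with 50 nM (final) substrate. Fluorescence read kinetically at 0 and 10 min.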
ALOX12 inh: Primary qHTS assay for inhibitors of human arachidonate 12S-lipoxygenase (ALOX12): Round 2 | purified 12hLO, xylenol orange hydroperoxide absorbance | Potency, µM (doses to about 108 µM), without a hit: top-dose activity change, negative = inhibition, most hits filed as inhibitors | 1.1% of 580,000 active | Polyunsaturated fatty acid lipoxygenase ALOX12 (Homo sapiens), P18054; further: potency means the concentration at half of the fitted maximal effect; on the % scale 0 is the no-effect control and ±100 the full control effect
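Purified human 12hLO at 150 nM in 25 mM Hepes, 0.01% Triton X-100, pH 7.0, preincubated 15 min at room temperature with compound. Reaction started with 40 uM arachidonic acid, 30 min at room temperature. Hydroperoxide measured by Fe-xylenol orange, 573/405 nm absorbance ratio.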
Pol beta inh: qHTS Assay for Inhibitors of DNA Polymerase Beta | P06746 | Pol beta primer extension/strand displacement, fluorescence kinetic | Potency, µM (series often up to 114 µM), without a hit: at the highest dose activity change, negative = inhibition, hits mostly inhibitors | 1.3% of 340,000 active | AID 485314, 2010; further: potency means the concentration at half of the fitted maximal effect; on the % scale 0 is the no-effect control and ±100 the full control effect
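Enzyme-only controls used 10 nM Pol beta; buffer lacking enzyme served as negative control. Compound preincubated 15 min, then 50 nM substrate added; 0 and 10 min reads at room temperature.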
BLM helicase inh: qHTS Assay for Inhibitors of Bloom's syndrome helicase (BLM) | RecQ-like DNA helicase BLM (Homo sapiens), P54132 | recombinant BLM DNA unwinding, fluorescence dequenching | Potency, µM (top dose mostly 56.1 µM), for the others: top-dose activity change, negative = inhibition, hits mostly inhibitors | 0.2% of 350,000 active | AID 2528, 2010;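 further: potency means the concentration at half of the fitted maximal effect; plate controls were vehicle for no effect and no enzyme for full effect; nearly all actives have a fitted effect of over 35% in size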
Target sequence (P54132 whole entry, looked up): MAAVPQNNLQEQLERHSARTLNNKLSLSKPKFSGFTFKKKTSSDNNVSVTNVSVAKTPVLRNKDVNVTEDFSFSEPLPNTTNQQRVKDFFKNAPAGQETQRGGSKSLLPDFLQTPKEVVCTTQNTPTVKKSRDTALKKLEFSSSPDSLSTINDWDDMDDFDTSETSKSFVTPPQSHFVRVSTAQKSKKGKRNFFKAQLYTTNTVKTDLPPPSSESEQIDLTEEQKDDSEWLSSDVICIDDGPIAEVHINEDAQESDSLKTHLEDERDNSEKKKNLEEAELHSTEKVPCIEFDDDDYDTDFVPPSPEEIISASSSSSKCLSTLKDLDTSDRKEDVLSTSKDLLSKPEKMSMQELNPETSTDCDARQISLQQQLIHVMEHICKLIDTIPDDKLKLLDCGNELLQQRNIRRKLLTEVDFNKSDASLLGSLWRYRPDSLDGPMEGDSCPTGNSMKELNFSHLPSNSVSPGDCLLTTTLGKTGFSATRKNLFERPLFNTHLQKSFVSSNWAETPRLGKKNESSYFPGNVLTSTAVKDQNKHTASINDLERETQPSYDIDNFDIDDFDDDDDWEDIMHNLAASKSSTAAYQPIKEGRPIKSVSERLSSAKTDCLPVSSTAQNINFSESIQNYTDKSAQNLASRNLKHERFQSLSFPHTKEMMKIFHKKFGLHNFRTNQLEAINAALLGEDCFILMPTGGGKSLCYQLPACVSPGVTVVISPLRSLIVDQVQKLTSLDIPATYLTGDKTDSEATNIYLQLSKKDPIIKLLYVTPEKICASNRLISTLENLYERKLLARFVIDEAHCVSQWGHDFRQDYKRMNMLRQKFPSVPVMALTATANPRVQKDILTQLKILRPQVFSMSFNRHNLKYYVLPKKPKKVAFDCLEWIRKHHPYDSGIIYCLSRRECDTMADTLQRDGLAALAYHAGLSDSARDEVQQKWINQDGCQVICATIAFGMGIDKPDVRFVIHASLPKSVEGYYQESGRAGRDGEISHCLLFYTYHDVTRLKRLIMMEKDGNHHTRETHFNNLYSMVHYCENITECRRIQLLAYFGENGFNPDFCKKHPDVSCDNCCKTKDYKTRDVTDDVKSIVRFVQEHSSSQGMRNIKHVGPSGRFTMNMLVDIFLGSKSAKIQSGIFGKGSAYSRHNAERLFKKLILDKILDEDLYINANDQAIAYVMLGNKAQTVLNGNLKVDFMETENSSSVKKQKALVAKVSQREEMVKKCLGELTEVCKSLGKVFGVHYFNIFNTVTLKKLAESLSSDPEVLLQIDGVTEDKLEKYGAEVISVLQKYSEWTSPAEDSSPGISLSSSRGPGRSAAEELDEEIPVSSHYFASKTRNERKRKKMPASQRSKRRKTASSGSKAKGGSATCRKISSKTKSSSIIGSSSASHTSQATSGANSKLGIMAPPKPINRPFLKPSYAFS
TRHR ag: qHTS for Small Molecule Agonists and Allosteric Enhancers of Human TRH Receptor: Primary Screen for Agonists; TRHR cells, calcium flux fluo-8, FDSS agonist mode; 0.18% of 360,000 active; activation, % at 2 µM; Thyrotropin-releasing hormone receptor (Homo sapiens), P34981; in the data active means activation above about 30%; further: 0% is about no effect
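In this calcium-flux screen, cells bearing human TRHR are dye-loaded with fluo-8, baselined for 10 cycles, then exposed to library compounds; positive kinetic calcium responses during the agonist phase mark hits, with TRH as control.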
Anesthetic bind: qHTS Assay for Identification of Novel General Anesthetics; Ferritin light chain (Equus caballus), P02791; apoferritin/1-aminoanthracene competitive binding, fluorescence; Potency, µM (highest dose often 77.5 µM), for inactives: at the top dose activity change, negative = displacement, actives largely listed as inhibitors; 0.074% of 350,000 active; AID 485281, 2010; further: potency means the concentration at half of the fitted maximal effect; on the % scale 0 is the no-effect control and ±100 the full control effect; nearly all actives have a fitted effect of over 20% in size
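Horse-spleen apoferritin (10 uM) was mixed with 50% saturated 1-aminoanthracene in PBS, exposed to compounds for 10 min at room temperature, and read for fluorescence (ex 380 nm, em 535 nm). Competitive displacement was fitted with a four-parameter Hill equation.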
APEX1 inh: qHTS Assay for Inhibitors of the Human Apurinic/apyrimidinic Endonuclease 1 (APE1); DNA repair nuclease/redox regulator APEX1 (Homo sapiens), P27695; recombinant APE1, TAMRA/BHQ-2 abasic DNA cleavage fluorescence; Potency, µM (series often up to 65.8 µM), for the others: at the highest dose activity change, negative = inhibition, most hits filed as inhibitors; 0.35% of 350,000 active;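 further: potency means the concentration at half of the fitted maximal effect; plate controls were vehicle for no effect and reference inhibitor for full effect; nearly all actives have a fitted effect of over 55% in size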
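Enzyme (0.75 nM final) and test compound are incubated 15 min at room temperature before adding 50 nM quenched THF abasic-site duplex. Cleavage dequenches TAMRA, followed at 525/598 nm over three reads one minute apart.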
Pol iota inh: qHTS for Inhibitors of Polymerase Iota; DNA polymerase iota (Homo sapiens), Q9UNA4; Pol iota fluorescent replication assay, 10 min; Potency, µM (doses to about 115 µM), inactives show top-dose activity, negative = inhibition, hits mostly inhibitors; 1% of 390,000 active; AID 588590, 2011; further: potency means the concentration at half of the fitted maximal effect
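Fluorescent replication assay read twice, at 0 min and 10 min after adding 50 nM (final) substrate. Enzyme (10 nM) and compounds were first incubated 15 min at room temperature; enzyme-free buffer wells were negative controls.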
* marks the source's active call; other numbers are inactive results; ? = inconclusive; nt = no result given; & = joins results of further samples; [ ] = remark or other dose. Unless noted, the call rests on the fitted dose curve; in most records, active means well fitted curve in the direction sought with a large enough effect; inconclusive means small, poorly fitted or top-dose-only effect, or another doubt; inactive means no such curve, though single readings can be large; an effect the other way counts as inactive or inconclusive.

Second line of a record – APEX1 inh	POLK inh	Anesthetic bind	ALOX12 inh	Pol iota inh	TRHR ag	BLM helicase inh	Pol beta inh	ERG-DNA inh
COc1ccc(NC(=O)CSc2ncc(-c3ccc(F)cc3)n2Cc2ccco2)cc1
    -8%	-4%	-13%	-19%	5%	-0.4	-6%	-9%	-1%
COC(=O)c1ccc(S(=O)(=O)NCc2ccccn2)n1C
    0%	2%	-5%	-14%	11%	0.0	-2%	10%	-3%
CN(c1ccccc1)S(=O)(=O)c1ccc2ccccc2c1
    6%	3%	-3%	-12%	-9%	-1.6	-12%	-19%	1%
O=C(NC1CCCC1)c1c[nH]c2ccc(S(=O)(=O)Nc3cccc(C(F)(F)F)c3)cc2c1=O
    nt	-20%	-22%	?	?	-0.2	-7%	?	7%
Cc1cc(Cl)ccc1OCC(=O)NNC(=O)c1cccs1
    nt	3%	nt	11%	38%[activator]	nt	nt	nt	4%
O=C(NCC1CCCO1)C1CC(=O)N(c2cccc(Cl)c2)C1 (stereo not given)
    8%	15%	4%	-10%	52%[activator]	0.3	-3%	42%	-6%
O=C(CCc1nc(-c2ccc(Cl)cc2)no1)NC1CCCCC1
    19%	-21%	-2%	0%	35%[activator]	-0.3	-4%	5%	0%
OC(COCc1ccc(Cl)cc1)CN1CCN(c2ccccn2)CC1 (stereo not given)
    1%	1%	-5%	?	-9%	-0.5	-5%	-13%	-2%
Cc1ccc2nc(CN3CCN(S(=O)(=O)c4ccccc4)CC3)oc2c1
    nt	-1%[60.1 µM]	3%	-22%	-17%	0.6	0%	1%	-4%
Cc1ccc(Nc2c(-c3ccc(N4CCOCC4)cc3)nc3cccc(C)n23)cc1
    nt	7%	-8%	?	21%	-0.5	-8%	31%	0%
COc1ccc(CCNC(=O)C(NS(=O)(=O)c2ccc3c(c2)CCN3C(C)=O)C(C)C)cc1OC (stereo not given)
    0%	nt	-4%	nt	nt	0.4	0%	-6%	nt
O=C(NCCN1CCCCC1)c1cccc2c1C(=O)c1ccc(N3CCCC3)cc1S2(=O)=O
    -12%	-13%	nt	3%	?	nt	nt	nt	6%
COC(=O)C[C@H](NC(=O)Cn1cnc2c(NCc3ccccc3)ncnc21)C(=O)OC
    -11%	-1%	nt	17%	15%	nt	nt	nt	-1%
CCOC(=O)c1cc(-c2ccc(F)cc2)n(CCC(=O)NC2CCC(C)CC2)c1C (stereo not given)
    nt	-10%[60.1 µM]	-3%	-26%	-15%	0.5	-1%	?	0%
O=c1nc(/C=C/c2ccc(O)c(O)c2)oc2ccccc12
    ?	?	-3%	nt	?	-0.8	21%	-93%	5%
O=C1/C(=C/c2cccnc2)Oc2cc(OS(=O)(=O)c3ccccc3)ccc21
    -2%	-9%	?	nt	-7%	-0.1	-16%	6%	-10%
CC(C)COP(=O)(OCC(C)C)C(Nc1ccccc1)c1ccc2c(c1)OCO2 (stereo not given)
    -7%	-12%	2%	4%	22%	-0.5	-10%	-14%	1%
CC(C)C[C@@]12C(=O)N(c3cccc(Cl)c3)C(=O)N1[C@H](c1ccc(Cl)cc1)[C@@H]1C(=O)N(C3CCCCC3)C(=O)[C@@H]12
    0%	-12%	nt	-26%	10%	0.4	nt	nt	-7%
COc1cc2nc(NCC3CCCO3)n3nc(-c4cccnc4)nc3c2cc1OC (stereo not given)
    5%	-5%	-6%	11%	25%	0.1	0%	4%	5%
O=C(NCCc1ccccc1)C(=O)NCC(c1cccnc1)N1CCN(c2ccccc2)CC1 (stereo not given)
    nt	-18%	-3%	0%	16%	0.0	-1%	24%	9%

Quoted at random: two entries already listed, in no set order.
Second line of a record – APEX1 inh	POLK inh	Anesthetic bind	ALOX12 inh	Pol iota inh	TRHR ag	BLM helicase inh	Pol beta inh	ERG-DNA inh
CCOC(=O)c1cc(-c2ccc(F)cc2)n(CCC(=O)NC2CCC(C)CC2)c1C (stereo not given)
    nt	-10%[60.1 µM]	-3%	-26%	-15%	0.5	-1%	?	0%
COc1ccc(CCNC(=O)C(NS(=O)(=O)c2ccc3c(c2)CCN3C(C)=O)C(C)C)cc1OC (stereo not given)
    0%	nt	-4%	nt	nt	0.4	0%	-6%	nt

(list continues)
Second line of a record – APEX1 inh	POLK inh	Anesthetic bind	ALOX12 inh	Pol iota inh	TRHR ag	BLM helicase inh	Pol beta inh	ERG-DNA inh
COc1ccc(SCCN2CC[C@@H](NC(=O)OCc3ccccc3)CCC2=O)cc1
    15%	-1%&-14%	nt	-28%	-2%&18%	-0.6	nt	nt	11%
CCOC(=O)c1sc(=S)n(C)c1NC(=O)c1ccccc1Cl
    2%	-6%	4%	?	20%	0.4	0%	22%	10%
COCCOc1cc(-n2cccc2)c(Cl)cc1Cl
    0%	-18%	-20%	?	49%[activator]	0.1	-6%	?	-2%
COC(=O)c1sc(C(=O)OC)c(C(=O)OC)c1C(=O)OC
    14%	0%	1%	-9%	23%	0.2	-10%	1%	nt
COc1cc2c(cc1OC)CN(C(C)C(=O)Nc1ccc(NC(C)=O)cc1)CC2 (stereo not given)
    -5%	-12%	-9%	11%	9%	-0.1	3%	2%	2%
O=c1c2ccccc2cnn1CCOc1cccc(Br)c1
    29%	-16%	-3%	-24%	101%[activator]	-0.2	-6%	39%	-7%
Nc1nnc(SCC(=O)OCc2ccccc2)s1
    21%	5%	-10%	1%	75%[activator]	0.1	2%	-2%	1%
O=C1CS/C(=N/N=C/c2ccncc2)N1
    -2%	-6%	-7%	0%	20%	0.5	-4%	2%	-4%
CC(NC(=O)c1ccc(S(=O)(=O)Nc2ccccc2Cl)cc1)c1ccncc1 (stereo not given)
    -8%	-15%	nt	-13%	39%[activator]	nt	nt	nt	-2%
CC(C)N1CCN(Cc2ccc(Sc3nncn3C)o2)CC1CCO (stereo not given)
    ?	-4%	-2%	-2%	14%	0.1	-1%	0%	?
O=C1NC2(CCCC2)N=C1c1ccc(Cl)cc1
    1%	-2%	-11%	-6%	-6%[58.9 µM]	-0.4	0%	2%	4%
COc1ccc(CNC(=O)C2CCN(S(=O)(=O)c3cccnc3)CC2)cc1
    7%	-6%	-4%	-16%	3%	0.3	4%	12%	-1%
NS(=O)(=O)c1ccc(CCNC(=O)CCCn2ncn3c(cc4occc43)c2=O)cc1
    30%	-10%	-8%	0%	9%	1.0	1%	3%	-4%
O=C(COc1ccc2ccccc2c1Br)NNC(=O)Nc1ccccc1
    -3%	-11%	-14%	3%	-10%[58.9 µM]	-1.4	-6%	?	12%
CC(=O)Nc1cc(C(=O)NCc2ccc(C)cc2)ccc1S(=O)(=O)c1ccc(Cl)cc1
    nt	-3%[60.1 µM]	-1%	-27%	-15%	-0.5	-2%	-17%	-2%
CCOC(=O)COc1ccc(C(=O)NC2CCCCC2)cc1
    5%	-7%	12%	13%	16%	-3.4	-2%	-1%	-3%
CN(C)c1ncc(C(=O)NCc2ccc(Cl)cc2)cn1
    nt	-6%[60.1 µM]	8%	-31%	2%	-0.6	-2%	2%	-7%
CC(C(=O)Nc1ccc2c(c1)OCO2)N1CCN(C)CC1 (stereo not given)
    0%	-18%	-10%	-59%	4%	0.4	-1%	10%	-4%
COc1cc2c(cc1OC)C(c1ccccc1)N(C(=O)C(C)(C)C)CC2 (stereo not given)
    -11%	-19%[60.1 µM]	9%	-2%	16%	-0.2	-2%	5%	5%
NC(=O)c1ccc(Cc2ncc(C(F)(F)F)cc2Cl)s1
    0%	-14%	?	?	-2%	-0.5	6%	12%	-1%
Cc1ccc(C2CC(=O)Nc3cc4c(cc32)OCO4)o1 (stereo not given)
    -1%	-6%	-12%	-8%	-9%	-0.6	-2%	5%	-13%
Cc1ccc2c(c1)nnn2C1CCN(C(=O)c2cccs2)CC1
    -1%	-22%	-15%	0%	3%	-2.5	1%	26%	5%
O=c1oc2ccccc2cc1-c1nc2ccccc2o1
    0%	-22%	nt	25%	10%	-0.8	3%	1%	4%
COC(=O)c1cc(S(=O)(=O)N2CCN(c3ccc(C(C)=O)cc3)CC2)cn1C
    -6%	3%	6%	-15%	5%	-0.4	-6%	28%	9%
COCCOC(=O)c1c(C)oc2ccc(NS(=O)(=O)c3ccc(C)cc3)cc12
    1%	-3%	1%	6%	?	0.2	-9%	-1%	-7%
CCc1ccccc1NC(=O)N1CCOc2ccccc21
    nt	-21%	6%	?	-8%	0.0	-4%	9%	-7%
CCN(CC)C(=O)CCn1nc(-c2ccc(C)cc2)c2ccccc2c1=O
    4%	-2%	-2%	nt	9%	1.0	0%	3%	-8%
Cc1sc2ncnc(N(C)Cc3ccco3)c2c1C
    6%	-5%	-9%	4%	?	-0.4	0%	-9%	0%
C=CCNc1nc(C(=O)OCC(=O)N(Cc2ccccc2)C(C)C)cs1
    4%	-14%	nt	?	14%	-0.4	nt	nt	0%
CCOC(=O)C(Cc1ccccc1)C(=O)Nc1ccc(NC(=O)C(Cc2ccccc2)C(=O)OCC)cc1 (stereo not given)
    3%	-7%	2%	8%	2%	1.2	2%	-2%	-5%

Only part of the results is shown. The share of hits here may be higher or lower than overall.
